Bioassay records from PubChem.
CAL PDZ inh: CAL PDZ peptide-binding inhibitors, primary screen, biochemical, fluorescence polarization, Cer-tagged CAL PDZ, HTS. AID 504414, 2011. inhibition, % at 20 µM. purified CAL PDZ, TMR-peptide fluorescence polarization, 1 h. Golgi-associated PDZ and coiled-coil motif-containing protein (Homo sapiens), Q9HD26. 330,000 compounds, 0.02% hits;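 active = highest replicate inhibition of at least 40%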;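 also: plate controls were DMSO neutral control wells for no effect and unlabeled competitor peptide control wells for full effect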
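Control set: unlabelled peptide and DMSO controls / Material: purified CerCALP PDZ construct / Timing: 1 h incubation at room temperature before polarization reading / Doses: 20 µM, one dose / Detection: fluorescence polarization (mP)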
phage Ecoli inh: growth loss of phage-infected E. coli, primary screen, RecBCD inhibitor project, absorbance, with phage, HTS; 360,000 compounds, 0.26% hits; inhibition, % at 11.9 µM; AID 651602, 2012; in the data active = inhibition above about 11%
PvdQ acylase: P. aeruginosa PvdQ acylase inhibitors, primary screen, biochemical, fluorescence, plate reader and imaging, single point; purified PvdQ acylase; inhibition, % at 10 µM; 340,000 compounds, 0.063% hits; AID 488965, 2010; PvdQ acylase [Pseudomonas aeruginosa LESB58]; in the data active = inhibition above about 30%, passing the limit was not always enough;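 also: 0% = vehicle neutral wells and 100% = reference inhibitor wells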
PfHsp90 yeast 2: growth inhibition of PfHsp90-expressing yeast, primary screen, antimalarial PfHsp90 inhibitor project, S. cerevisiae, BacTiter-Glo luminescence, single point, set 2; BacTiter-Glo ATP, 48 h; yeast lacking PDR1 and PDR3 efflux regulators; inhibition, % at 9.4 µM; 310,000 compounds, 0.32% hits; AID 504621, 2011;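 active = every replicate shows inhibition above about 80%, whatever the replicate mean, limit read from the data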;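 also: 0% = DMSO neutral controls and 100% = 20 µM radicicol positive controls; yeast relying on Plasmodium falciparum Hsp90 in place of its own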
Tat export inh: E. coli Tat export inhibitors, primary screen, MC4100, TorA-mCherry reporter, fluorescence, single point. 340,000 compounds, 0.036% hits. AID 488895, 2010. inhibition, % at 10 µM;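 active = mean replicate inhibition at least 50% and at least half of replicates individually reaching 50%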;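 also: exported cargo escapes ClpAP degradation while cytoplasmic cargo is degraded and loses fluorescence; 0% = median of neutral control wells and 100% = median of NaSCN control wells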
Ecoli viability: E. coli V3065 growth inhibition, primary screen, counter-screen for AddAB inhibitor project, absorbance, OD600. 18 h. inhibition, % at 11.9 µM. 330,000 compounds, 0.27% hits;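 active = inhibition above the campaign's mean inhibition across all tested compounds plus 3 SD, cut at about 9.9% in these data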;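 also: uninfected addAB+ strain grown without phage in ampicillin broth; 0% = DMSO wells and 100% = ciprofloxacin 0.95 µg/ml wells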
Wnt act: Wnt/beta-catenin pathway activators, primary screen, cell-based, plate reader, single point; Wnt/beta-catenin reporter cell assay, activator; activation, % at 9.35 µM; 300,000 compounds, 1.2% hits; AID 743398, 2014; in the data active = activation above about 30%, passing the limit was not always enough;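 also: 0% = neutral control wells and 100% = positive control wells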
AddAB inh: growth inhibition of E. coli expressing H. pylori AddAB, primary screen, AddAB inhibitor project, absorbance | inhibition, % at 11.9 µM | 330,000 compounds, 0.29% hits; in the data active = inhibition above about 12%;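 also: 0% = vehicle wells of infected cells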
Rtt109 Vps75: inhibitors of C. albicans Rtt109/Vps75 HAT, primary screen, biochemical, ThioGlo CoA-SH fluorescence, plate reader. inhibition, % at 34.9 µM. purified Rtt109/Vps75, 4 h. Histone acetyltransferase RTT109 (Candida albicans (strain SC5314 / ATCC MYA-2876)), …. 330,000 compounds, 0.16% hits. AID 540336, 2011;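 active = inhibition of at least 50% in every replicate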
Target sequence (Q5AAJ8 whole entry, looked up): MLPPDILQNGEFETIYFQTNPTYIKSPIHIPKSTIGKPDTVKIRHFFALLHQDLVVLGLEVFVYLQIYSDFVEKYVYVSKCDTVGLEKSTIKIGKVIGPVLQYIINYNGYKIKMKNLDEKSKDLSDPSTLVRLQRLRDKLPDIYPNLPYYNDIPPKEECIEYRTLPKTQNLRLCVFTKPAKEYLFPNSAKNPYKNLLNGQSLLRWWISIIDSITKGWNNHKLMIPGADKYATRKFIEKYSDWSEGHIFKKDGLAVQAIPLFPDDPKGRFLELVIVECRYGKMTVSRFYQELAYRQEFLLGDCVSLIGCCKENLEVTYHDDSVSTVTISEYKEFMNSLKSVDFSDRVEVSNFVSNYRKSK
DAGLB inhibitor: DAGLB lipase inhibitors, primary screen, biochemical, fluorescence, HTS. Diacylglycerol lipase-beta (Homo sapiens), Q8NCG7. 340,000 compounds, 0.059% hits. HEK293T DAGLB membrane lysate, EnzChek fluorogenic substrate. inhibition, % at 5.17 µM. AID 504411, 2011; in the data active = inhibition above about 34%;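 also: 0% = enzyme with vehicle and 100% = wells lacking enzyme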
Target sequence (Q8NCG7 whole entry, looked up): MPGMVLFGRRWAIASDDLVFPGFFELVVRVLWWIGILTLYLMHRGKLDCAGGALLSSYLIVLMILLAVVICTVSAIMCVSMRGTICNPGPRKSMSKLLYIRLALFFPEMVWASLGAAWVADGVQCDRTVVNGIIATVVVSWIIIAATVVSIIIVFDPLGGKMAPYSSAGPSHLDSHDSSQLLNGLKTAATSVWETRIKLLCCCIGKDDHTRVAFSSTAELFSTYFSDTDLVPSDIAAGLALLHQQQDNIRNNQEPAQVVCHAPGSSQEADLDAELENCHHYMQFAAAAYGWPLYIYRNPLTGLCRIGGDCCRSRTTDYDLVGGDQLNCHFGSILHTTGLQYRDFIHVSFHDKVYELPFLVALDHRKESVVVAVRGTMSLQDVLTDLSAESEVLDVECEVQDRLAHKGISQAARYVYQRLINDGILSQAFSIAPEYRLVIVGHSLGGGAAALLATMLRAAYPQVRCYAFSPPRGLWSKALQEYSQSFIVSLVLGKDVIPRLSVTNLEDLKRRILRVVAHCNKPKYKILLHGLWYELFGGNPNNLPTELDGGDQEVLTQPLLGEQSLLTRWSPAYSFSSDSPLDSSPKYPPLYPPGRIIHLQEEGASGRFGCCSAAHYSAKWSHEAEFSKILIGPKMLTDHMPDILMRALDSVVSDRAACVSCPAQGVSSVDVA
* hit, by the source's call; · = no result given. Compounds as they come; 1.9% or so of the library scored in one or more.

SMILES	CAL PDZ inh	phage Ecoli inh	PvdQ acylase	PfHsp90 yeast 2	Tat export inh	Ecoli viability	Wnt act	AddAB inh	Rtt109 Vps75	DAGLB inhibitor
Nc1ncc(Br)cc1Br	0.7	3.5	3.3	-0.7	-6.1	0.0	-2.5	-1.2	8.0	-2.4
CCC(C)NC(=O)C1CCN(C(=O)COc2ccc3c4c(c(=O)oc3c2C)CCCC4)CC1 (configuration not stated)	-1.2	3.2	0.7	10.4	-7.4	0.1	-0.2	2.4	-1.3	-4.2
O=C(NC1CCCC1)c1cc(=O)[nH]c2ccccc12	-0.6	-0.7	10.1	-1.4	-14.4	-1.0	-0.2	2.1	18.8	-2.0
CCCc1cc(=O)oc2cc(OCC(=O)Nc3ccc(CN4CCOCC4)cc3)c(Cl)cc12	-0.8	2.9	-8.7	8.8	7.1	-1.3	1.4	4.7	-1.7	0.5
O=C(Nc1ccc(F)cc1)c1ccccc1NC(=O)C1CC=CCC1C(=O)O (configuration not stated)	0.1	0.9	-12.9	-39.4	2.6	·	5.9	·	-9.3	-0.3
CC1=C(C(=O)Nc2ccccc2)C(c2cccc([N+](=O)[O-])c2)Nc2nc3ccccc3n21 (configuration not stated)	1.0	3.4	-8.2	-3.9	-5.2	0.1	·	1.3	7.0	4.0
COc1cccc(OC)c1C(=O)NC(C)CCc1ccccc1 (configuration not stated)	-0.8	-1.8	-6.3	4.2	-2.3	-0.8	1.2	0.2	3.6	-0.8
Oc1ccc(Cc2ccc(Cl)cc2)c(O)c1	-1.6	3.5	-15.1	-16.1	4.7	-0.7	-1.6	2.7	-2.3	-1.8
O=c1ccc(S(=O)(=O)N2CCCC2)c[nH]1	-1.9	2.7	4.4	-11.1	2.2	2.6	-3.7	1.2	-4.0	0.1
Cc1cc(C)n(-c2nc3ccccc3nc2Nc2ccc3[nH]c(=O)[nH]c3c2)n1	-1.1	0.0	-16.6	·	2.6	-0.4	·	1.7	-3.6	4.5
NCCN=C1NS(=O)(=O)c2ccccc21	0.2	0.9	7.9	-9.7	-6.4	1.4	5.0	3.1	0.8	0.1
CCOc1cc(C(=O)Nc2cc(C)ccc2C)ccc1OCC(=O)N1CCCCC1	-1.1	0.4	28.9	-25.9	-6.2	0.8	-10.0	1.9	-3.8	-1.7
COc1ccccc1C(=O)COC(=O)c1ccccc1OCC(=O)Nc1ccc(SC(F)F)cc1	-1.1	3.8	15.0	1.1	-2.8	0.8	-3.5	1.4	5.8	-4.6
O=C(Nc1ncc([N+](=O)[O-])s1)c1cccc([N+](=O)[O-])c1	-0.8	1.6	39.5*	25.2	2.1	-3.2	37.6*	-0.8	-1.6	3.5
CC(C)(C)OC(=O)NCCCC[C@H](NC(=O)c1nc[nH]c1C(=O)NCc1ccc(CNC(=O)OC(C)(C)C)cc1)C(=O)OC(C)(C)C	0.4	1.2	-13.2	0.5	9.8	-0.7	-9.1	4.2	6.2	-4.2
COc1cccc(CNC(C)C(=O)Nc2ccc3c(c2)OCCO3)c1 (configuration not stated)	-1.1	0.1	-10.8	8.4	6.5	0.7	0.9	0.4	4.9	1.1
Cn1cccc1/C=N/n1c(-c2ccco2)n[nH]c1=S	-1.7	5.1	-12.2	-9.7	10.2	0.1	-0.8	-0.8	-1.1	2.0
CC(C)(C)c1ccc(CNc2cc(N3CCOCC3)ccc2[N+](=O)[O-])cc1	·	-0.9	-0.4	-12.7	-5.0	-1.0	·	1.8	5.9	-1.4
CCOCc1c(C(=O)OCC(=O)Nc2ccccc2C(N)=O)oc2ccccc12	0.2	-2.8	-10.3	14.2	3.1	0.5	38.5*	5.0	-3.1	-2.8
O=C(CSc1ncn[nH]1)Nc1nnc(-c2ccccc2)s1	-1.2	·	-21.3	9.0	-8.5	1.7	·	0.9	5.2	1.2
COC(CNC(=O)c1cn(C)c2ccc(S(=O)(=O)N3CCOCC3)cc2c1=O)OC	-1.4	0.3	-10.5	-8.2	-8.1	2.6	-0.2	1.6	1.1	0.2
Cc1cc(NS(=O)(=O)c2ccc(NC(=O)c3ccccc3F)cc2)no1	0.3	3.6	-0.6	10.4	4.7	-1.2	-5.3	-1.3	22.5	-7.9
OC1CCN(c2ncnc3nc[nH]c23)CC1	-1.2	2.5	-16.0	-7.2	0.1	0.4	-2.4	-1.5	1.3	-1.7
COc1ccc(/C=N/OC(=O)Nc2ccccc2OC)cc1	-2.3	-1.9	3.3	-11.0	1.8	-3.7	5.4	-2.6	-0.6	-12.6
CCc1nnc(NC(=O)c2ccc(S(=O)(=O)N(C)Cc3ccccc3)cc2)o1	-2.8	-3.9	10.3	-17.2	2.2	-6.3	21.5	-3.4	-7.7	-2.8
C/C(=N\NC(=O)COc1ccc(C(C)(C)C)cc1)c1ccc(N2CCOCC2)cc1	-2.4	3.9	-2.6	9.0	-0.6	2.6	-2.8	-0.2	2.3	-2.4
O=C(NCCN1CCCC1)c1ccc(Cl)cc1	-1.0	2.8	-8.3	-3.9	-1.9	0.6	5.3	-0.3	3.7	0.3
COc1ccc(C(=O)Nc2cc(=O)n(C)c(=O)n2C)cc1	-2.2	1.4	-4.4	11.2	-5.3	0.3	-0.8	0.0	-3.0	1.9
Cc1cc(NCCCN2CCOCC2)n2ncc(-c3ccc(Cl)cc3)c2n1	-1.1	1.0	-6.0	·	1.8	-1.7	18.8	-1.6	-4.2	1.8
CC(OC(=O)c1cccc(-n2cnnn2)c1)C(=O)Nc1cccc(Cl)c1 (configuration not stated)	-2.7	2.2	-11.3	-10.7	4.2	0.8	-3.5	3.3	21.6	-1.8
CCN(C[C@H]1N[C@@](CC)(C(=O)OC)[C@H]2C(=O)N(Cc3ccccc3)C(=O)[C@@H]12)S(=O)(=O)c1ccc(OC(F)(F)F)cc1	0.1	2.8	-15.6	-18.0	6.7	-0.7	-4.1	1.0	-3.0	-10.6
CCOc1ccccc1N1CCN(C(=O)[C@@H]2CCCN2C2=NS(=O)(=O)c3ccccc32)CC1	-0.3	1.1	-10.0	1.9	0.5	-0.2	1.6	-0.3	5.0	0.6
O=C(NN1C(=O)c2ccccc2NC1c1ccccn1)c1ccc(Br)cc1 (configuration not stated)	-0.8	-2.9	13.5	·	7.3	1.9	-3.6	0.9	0.3	-0.8
COc1ccc(C(O)C(CN2CCOCC2)c2ccccc2)cc1F (configuration not stated)	-0.9	2.6	9.8	-14.4	-2.9	-1.6	-3.4	3.0	9.1	-2.4
CCOc1ccc(CNC(=O)CCS(=O)(=O)Cc2cccc(Cl)c2)cc1OC	-3.4	2.7	-6.1	-4.2	0.7	-0.1	-0.4	3.1	11.2	-1.5
CNc1ccc(C(=O)OCC(=O)Nc2ccnn2C(C)C)cc1[N+](=O)[O-]	-1.1	1.1	-6.2	13.5	3.0	0.7	2.0	3.4	0.9	1.2
Cc1cccc(C)c1OCc1cc(C(=O)N2CCC[C@H]2C(N)=O)no1	-0.7	3.2	-9.1	-5.9	-0.1	·	0.5	·	-10.5	0.5
CCOC(=O)CSc1nc2cc3c(cc2cc1C)OCO3	-1.0	5.0	-6.5	8.8	0.8	2.5	16.4	3.0	-3.2	-9.3
COc1ccc(CCNC(=O)CCC(=O)Nc2ccc3nc(N4CCN(C)CC4)cc(C)c3c2)cc1OC	-0.3	-0.6	-10.8	-15.1	4.5	-1.3	0.0	-1.0	-2.8	-1.2
COc1cc(SC)ccc1C(=O)Nc1ncc(C)s1	3.3	4.1	9.9	15.6	4.6	-1.4	-0.3	5.4	-22.3	-6.6

Given comma-delimited: 5 of the compounds above.
mol,CAL PDZ inh,phage Ecoli inh,PvdQ acylase,PfHsp90 yeast 2,Tat export inh,Ecoli viability,Wnt act,AddAB inh,Rtt109 Vps75,DAGLB inhibitor
CCOc1ccccc1N1CCN(C(=O)[C@@H]2CCCN2C2=NS(=O)(=O)c3ccccc32)CC1,-0.3,1.1,-10.0,1.9,0.5,-0.2,1.6,-0.3,5.0,0.6
O=C(NN1C(=O)c2ccccc2NC1c1ccccn1)c1ccc(Br)cc1 (configuration not stated),-0.8,-2.9,13.5,·,7.3,1.9,-3.6,0.9,0.3,-0.8
COc1ccc(C(O)C(CN2CCOCC2)c2ccccc2)cc1F (configuration not stated),-0.9,2.6,9.8,-14.4,-2.9,-1.6,-3.4,3.0,9.1,-2.4
CCOc1ccc(CNC(=O)CCS(=O)(=O)Cc2cccc(Cl)c2)cc1OC,-3.4,2.7,-6.1,-4.2,0.7,-0.1,-0.4,3.1,11.2,-1.5
CNc1ccc(C(=O)OCC(=O)Nc2ccnn2C(C)C)cc1[N+](=O)[O-],-1.1,1.1,-6.2,13.5,3.0,0.7,2.0,3.4,0.9,1.2

(more compounds)
SMILES	CAL PDZ inh	phage Ecoli inh	PvdQ acylase	PfHsp90 yeast 2	Tat export inh	Ecoli viability	Wnt act	AddAB inh	Rtt109 Vps75	DAGLB inhibitor
O=C(c1cccc(S(=O)(=O)NCc2ccc3c(c2)OCO3)c1)N1CCCC1	-0.4	1.4	-10.2	21.3	-3.5	0.0	4.1	0.6	-15.7	-0.4
CC1(C(=O)NCc2ccc(Cl)c(Cl)c2)Oc2ccccc2NC1=O (configuration not stated)	-1.3	3.4	0.8	-8.2	5.3	2.3	-1.4	0.7	4.6	-2.7
CCOC(=O)c1[nH]c(C)c(C(=O)OCC(=O)NCc2ccc(OC)c(OC)c2)c1C	0.2	0.9	4.5	·	-4.4	-2.8	-0.2	-0.1	13.1	-0.9
CCCn1c(N)c(C(=O)CN(C)CC(=O)Nc2c(C)cc(C)cc2C)c(=O)[nH]c1=O	-1.3	1.4	-11.3	43.7	34.8	·	-1.5	·	3.5	0.2
CCCCC1=CC2=C(c3ccco3)C(=O)C(C)(OC(=O)c3ccc(OC)cc3)C(=O)C2=CN1CC(C)C (configuration not stated)	0.3	0.1	-14.5	8.2	5.9	0.5	-4.5	1.6	-8.1	1.8
C/C=C(\C)CN1CCN(c2ccccc2F)CC1	-2.6	0.5	-6.4	-12.5	2.3	-2.0	-3.0	1.5	-8.9	-1.9
C=CCN(C(=O)CCC(=O)Nc1cc(C)on1)C(C(=O)NC1CCCC1)c1ccc(CC)cc1 (configuration not stated)	-0.8	-0.9	-12.4	-11.6	5.8	-0.1	-1.9	3.3	22.1	0.0
N#C/C(=C/c1ccc(Br)s1)C(=O)NCCc1c[nH]c2ccccc12	-2.2	2.7	-7.1	4.1	3.6	3.4	-4.9	8.0	19.3	2.1
CN(/N=C/c1cc(Cl)cc(Cl)c1O)c1c(Cl)cccc1[N+](=O)[O-]	0.3	2.2	-20.8	-16.6	-14.4	0.4	-1.4	2.4	1.2	0.5
CC(CSc1nc2ccccc2s1)Cn1c(N2CCCC2)nc2c1c(=O)[nH]c(=O)n2C (configuration not stated)	-1.0	4.0	-7.0	-5.7	5.3	-4.5	·	3.3	-4.7	5.1
O=c1c2cc(NC(=S)NC3CCN(Cc4ccccc4)CC3)ccc2nc2n1CCCCC2	-3.8	1.5	-8.2	-4.8	-4.1	-0.8	-2.1	0.4	-5.5	0.8
